Compound activity from PubChem.
rCAG RNA binder – molecules binding r(CAG) RNA repeats. r(CAG) RNA repeat, TO-PRO-1 dye displacement fluorescence. hit rate 1.3% among 370,000. AID 651821. inhibition, % at 3 µM;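 active means inhibition above the plate cutoff, the mean of all test compounds on that plate plus 3 SD, cut at about 35% in these data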;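 further: 0% = DMSO alone and 100% = 100 µM mitoxantrone as full dye displacement; higher means more dye released from RNA so lower well fluorescence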
SMARCA2 activ – activators of SMARCA2 function; MG213 cells, MMTV-luciferase reporter, dexamethasone, overnight; hit rate 1% among 370,000; activation, % at 9.1 µM; in the data active means activation above about 7.8%;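 further: 0% = vehicle wells and 100% = reference activator wells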
ARFGAP1 inhibitor – rat ARFGAP1 inhibition | AID 651572 | hit rate 0.26% among 360,000 | Arfgap1-stimulated ARF1 GTP hydrolysis, GDP FP detection | inhibition, % at 16.5 µM | Q62848;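 active means inhibition above a per-plate limit, mean inhibition of low control wells plus 3 SD, cut at about 25% in these data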;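 further: 0% = DMSO wells with enzyme and 100% = wells lacking Arfgap1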
Target sequence (Q62848 1-136 limits assumed): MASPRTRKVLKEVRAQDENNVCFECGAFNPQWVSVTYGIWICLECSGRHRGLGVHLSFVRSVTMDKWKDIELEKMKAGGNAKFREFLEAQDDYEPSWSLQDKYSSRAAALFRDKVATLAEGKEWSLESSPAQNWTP
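System: truncated rat Arfgap1 GAP domain / Benchmarks: high control wells lacking Arfgap1, low control full reaction with DMSO / Times: compound-enzyme preincubation 20 min, reaction 120 min, detection 60 min, 25 °C / Repeats: one replicate per compound / Also added: human ARF1(Δ1-17)-GTP substrate / Measured by: Tracer-displacement fluorescence polarization with EDTA stop, 620/688 nm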
PG9 binder – PG9 antibody binding by small molecule. inhibition, % at 6.7 µM. TR-FRET gp120-PG9 antibody binding. hit rate 0.43% among 360,000. AID 624416; in the data active means inhibition above about 8.5%
ASAP1 inh – blocks human ASAP1-stimulated Arf1 GTP hydrolysis. Q9ULH1. GDP FP detection. inhibition, % at 16.5 µM. hit rate 0.19% among 360,000; in the data active means inhibition above about 25%;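 further: 0% = vehicle with enzyme and substrate and 100% = no enzyme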
Target sequence (Q9ULH1 325-724 limits assumed): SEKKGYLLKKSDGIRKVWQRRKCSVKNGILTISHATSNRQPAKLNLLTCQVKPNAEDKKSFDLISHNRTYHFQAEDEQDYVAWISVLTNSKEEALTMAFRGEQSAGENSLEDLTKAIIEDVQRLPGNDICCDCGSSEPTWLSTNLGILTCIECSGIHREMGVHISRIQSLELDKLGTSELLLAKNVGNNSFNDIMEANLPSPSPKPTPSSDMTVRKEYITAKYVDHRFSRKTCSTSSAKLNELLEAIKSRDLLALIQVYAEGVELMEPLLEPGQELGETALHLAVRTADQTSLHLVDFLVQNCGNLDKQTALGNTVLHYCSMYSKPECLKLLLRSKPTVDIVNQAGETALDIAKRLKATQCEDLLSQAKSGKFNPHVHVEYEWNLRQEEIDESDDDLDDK
Rev-erbA mod – modulates human Rev-erb alpha binding to DNA | AID 1259318 | hit rate 0.79% among 370,000 | activity, % at 10 µM | Rev-erbα–FITC-DNA binding, fluorescence polarization, 90 min;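 active means activity above about 14%, limit read from the data; passing the limit was not always enough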;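 further: 0% = DMSO wells with 35 nM protein and 100% = DMSO wells with 750 nM protein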
GC-B act – GC-B (human) receptor activation; P20594; HEK293-GC-B cells, CNP EC30, cGMP TR-FRET; 0% at EC30 CNP, 100% saturating CNP; activation, % at 10 µM; hit rate 0.11% among 370,000; AID 1920062;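 active means activation at 10 µM reaching about 35% in either raw or pattern-adjusted values, limit read from the data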
GC-A act – GC-A (human) enzyme activation; AID 1671463; activation, % at 10 µM; hit rate 0.14% among 370,000; HEK293 GC-A cells, cGMP TR-FRET, EC30 ANP; 0% at EC30 ANP, 100% saturating ANP; in the data active means activation above about 40%
HTRA1 inhibitor – HTRA1 (human) protease inhibition | Q92743 | hit rate 0.5% among 340,000 | inhibition, % at 5.96 µM | recombinant HTRA1, FP-rhodamine activity-based probe, fluorescence polarization; in the data active means inhibition above about 36%;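 further: 0% = enzyme with DMSO and 100% = wells lacking enzyme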
ABHD4 inh – inhibitors of mouse ABHD4 | AID 720543 | purified mABHD4, FP-Rh probe fluorescence polarization | hit rate 0.54% among 370,000 | inhibition, % at 8.92 µM | Q8VD66;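 active means inhibition exceeding the mean over every tested compound plus 3 SD, cut at about 30% in these data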;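 further: 0% = plate median of compound wells and 100% = S159A mutant with DMSO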
Target sequence (Q8VD66 whole entry, looked up): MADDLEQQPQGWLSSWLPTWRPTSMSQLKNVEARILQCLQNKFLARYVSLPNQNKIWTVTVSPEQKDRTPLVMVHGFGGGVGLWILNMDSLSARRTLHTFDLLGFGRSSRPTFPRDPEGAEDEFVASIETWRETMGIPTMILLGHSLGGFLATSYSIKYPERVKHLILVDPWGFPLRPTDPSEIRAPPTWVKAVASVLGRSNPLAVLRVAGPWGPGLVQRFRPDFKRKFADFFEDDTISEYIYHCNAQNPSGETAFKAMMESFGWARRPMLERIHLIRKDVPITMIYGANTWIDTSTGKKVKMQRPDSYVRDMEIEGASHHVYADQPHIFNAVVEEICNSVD
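assay system = mABHD4 protein | compound dosing = single nominal dose of 8.92 µM, 0.89% DMSO final | read-out basis = percent inhibition of probe binding, normalized to plate controls | schedule = Enzyme–compound pre-incubation 45 min, then probe 60 min, both 25 °C | detection = fluorescence polarization, excitation 525 nm, emission 598 nm, BODIPY TMR filters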
An asterisk follows results filed as active; . = not tested or not shown; & = joins results of further samples. The list is partial; count on the stated rates, not on these rows.

Value order – rCAG RNA binder	SMARCA2 activ	ARFGAP1 inhibitor	PG9 binder	ASAP1 inh	Rev-erbA mod	GC-B act	GC-A act	HTRA1 inhibitor	ABHD4 inh
O=C1NC(=S)N(c2ccc(F)cc2)C(=O)/C1=C/c1ccccc1O
    4	0	-7	-0.3	12	-2	-1	10	-13	3
COC(=O)C1=C(c2ccc(OCc3ccccc3)cc2)C[C@@H]2CC[C@H]1N2C(=O)NCc1cccc(C(F)(F)F)c1
    1	-1	1	-1.8	-11	0	5	2	-26	14
FC(F)(F)c1ccc2c(c1)ncn2C1CCN(Cc2nnnn2C2CCCCC2)CC1
    -9	1	-6	0.3	5	0	-3	-10	-6	-3
CCC1C2Cc3ccc(O)cc3C1(CC)CCN2C (stereo unspecified)
    1	0	10	-2.4	-3	4	1	2	3	3
CCC1CN1P(=O)(c1ccccc1)N1CC1CC (stereo unspecified)
    3	-2	0	-0.3	9	0	13	0	7	1
Cc1ccc2c(c1N)C(=O)c1ccccc1C2=O
    6	3	10	-5.7	6	8	-9	-3	4	9
CCOC(=O)CC1c2ccccc2-n2nncc2CN1Cc1ccc(OC)cc1 (stereo unspecified)
    -2	-6	-12	1.0	4	-1	-7	-11	-3	3
Nc1ccc(N2CCN(Cc3ccccc3Cl)CC2)c(Cl)c1
    -1	1	-1	1.8	4	-6	3	-2	0	2
COc1ccc(-n2c(O)c(C(C)=NCCN3CCNCC3)c(=O)[nH]c2=O)cc1
    0	3	-12	-1.0	-6	5	5	-1	0	-4
COc1cc(CNCCc2c[nH]c3ccccc23)cc(OC)c1OC
    0	-4	7	-0.5	5	1	-12	-17	7	8
CN(C)[C@@H]1C(=O)C(C(N)=O)=C(O)[C@@]2(O)C(=O)C3=C(O)c4c(O)cccc4[C@@](C)(O)C3C[C@@H]12 (stereo partly specified)
    26	-1	-5	-0.7	18	-14	2	10	22	64*
C[n+]1ccc(-c2cc[n+](C)cc2)cc1
    3&2	-5&-4	1&0	-1.1&-0.1	-9&10	-1&-7	-3&-3	1&5	1	-4&-7
O=c1[nH]c(=O)n(Cc2ccc(F)cc2)c(O)c1C=Nc1ccc(Cl)cc1
    3	-1	4	1.3	9	125*	-2	0	6	-1
CCc1nc2ccc(Br)cc2c(=O)n1-c1ccccc1C(F)(F)F
    2	2	3	-2.3	0	0	-12	-10	-23	-9
Oc1cccc2cccnc12
    1	-3	-4	-0.8	-1	2&9	-7	-4	.	-3
COc1ccc(C(=O)OC2C[C@H]3CC[C@H](C2)N3C)cc1OC (stereo partly specified)
    3	5	-2	-2.3	-6	8	-2	0	-4	0
COCCNC(=O)Cn1cc(/C=C2\C(=O)NC(=O)N(c3cccc(C)c3C)C2=O)c2ccccc21
    1	1	-16	0.3	-11	-3	18	11	4	-3
COC(=O)C1=C(c2ccc(OC(F)(F)F)cc2)C[C@@H]2CC[C@H]1N2C(=O)NCCNC(C)=O
    -12	0	-16	0.4	-9	-7	4	-1	4	4
CC1=CC(C)C(COC(N)=O)(COC(N)=O)C(C)C1 (stereo unspecified)
    0	3	12	-1.6	18	1	0	4	-7	0
Cc1ccnc(-n2c(C)cc(/C=C3\C(=O)NC(=S)N(C)C3=O)c2C)c1
    5	-3	-1	1.0	9	4	-1	4	-5	-16
COc1ccc(CCn2c(O)c(C=NCCCN(C)C)c(=O)[nH]c2=O)cc1OC
    5	-1	-2	-0.6	-1	-1	-2	0	3	-3
COc1ccc(-c2nn(CCC#N)cc2C(=O)Nc2cccc([N+](=O)[O-])c2)cc1OC
    0	0	22	0.6	9	3	5	3	5	10
CCOC(=O)[C@]12Cc3cc(C)ccc3[C@H]1N(C)C(=O)c1cc(OC)ccc12
    2	-6	11	4.2	6	0	-14	-12	.	-11
Cc1ccc2nc(-c3ccc(CN4CCC(n5nnc6ccccc65)CC4)cc3)c(-c3ccccc3)nc2c1
    10	-3	12	0.0	13	-3	13	0	.	-9
COc1ccc(-c2nc3ccccc3c(=O)n2-c2cccnc2)cc1
    -1	-2	-8	2.7	-8	-2	1	2	-1	7
c1cncc(CNCCc2ccc3c(c2)OCO3)c1
    -1	-2	-6	-1.2	3	5	2	2	-4	-2
Nc1ccc(CC(N)c2csc(Nc3ncccn3)n2)cc1 (stereo unspecified)
    5	5	15	-0.1	-2	0	-2	-1	.	-2
Nc1cc(Cl)c2nonc2c1[N+](=O)[O-]
    4	-11	12	2.8	-3	-4	7	8	1	0
Cc1ccc(-n2c(O)c(/C=N/NC(=O)c3ccncc3)c(=O)[nH]c2=O)cc1C
    9	-1	-4	-0.4	2	1	6	4	3	10
Cc1ccsc1C(=O)C1CCCN(Cc2cc(C(C)C)n[nH]2)C1 (stereo unspecified)
    -9	4	-6	-1.2	11	6	0	-1	3	6

A portion from further up, as a working copy:
Value order – rCAG RNA binder	SMARCA2 activ	ARFGAP1 inhibitor	PG9 binder	ASAP1 inh	Rev-erbA mod	GC-B act	GC-A act	HTRA1 inhibitor	ABHD4 inh
COCCNC(=O)Cn1cc(/C=C2\C(=O)NC(=O)N(c3cccc(C)c3C)C2=O)c2ccccc21
    1	1	-16	0.3	-11	-3	18	11	4	-3
COC(=O)C1=C(c2ccc(OC(F)(F)F)cc2)C[C@@H]2CC[C@H]1N2C(=O)NCCNC(C)=O
    -12	0	-16	0.4	-9	-7	4	-1	4	4
CC1=CC(C)C(COC(N)=O)(COC(N)=O)C(C)C1 (stereo unspecified)
    0	3	12	-1.6	18	1	0	4	-7	0
Cc1ccnc(-n2c(C)cc(/C=C3\C(=O)NC(=S)N(C)C3=O)c2C)c1
    5	-3	-1	1.0	9	4	-1	4	-5	-16
COc1ccc(CCn2c(O)c(C=NCCCN(C)C)c(=O)[nH]c2=O)cc1OC
    5	-1	-2	-0.6	-1	-1	-2	0	3	-3
COc1ccc(-c2nn(CCC#N)cc2C(=O)Nc2cccc([N+](=O)[O-])c2)cc1OC
    0	0	22	0.6	9	3	5	3	5	10
CCOC(=O)[C@]12Cc3cc(C)ccc3[C@H]1N(C)C(=O)c1cc(OC)ccc12
    2	-6	11	4.2	6	0	-14	-12	.	-11
Cc1ccc2nc(-c3ccc(CN4CCC(n5nnc6ccccc65)CC4)cc3)c(-c3ccccc3)nc2c1
    10	-3	12	0.0	13	-3	13	0	.	-9
COc1ccc(-c2nc3ccccc3c(=O)n2-c2cccnc2)cc1
    -1	-2	-8	2.7	-8	-2	1	2	-1	7
c1cncc(CNCCc2ccc3c(c2)OCO3)c1
    -1	-2	-6	-1.2	3	5	2	2	-4	-2

(more compounds)
Value order – rCAG RNA binder	SMARCA2 activ	ARFGAP1 inhibitor	PG9 binder	ASAP1 inh	Rev-erbA mod	GC-B act	GC-A act	HTRA1 inhibitor	ABHD4 inh
O=P(OCC(F)(F)C(F)F)(N1CCCCC1)N1CCCCC1
    -6	-3	-9	-2.1	6	1	4	1	-1	3
S=C1CN=C(c2ccccc2)c2cc(Cl)ccc2N1
    9	5	10	-3.5	10	-1	-6	-13	-4	-11
CCCCOC(=O)C1=C(N)OC2=C(C(=O)CCC2)[C@]12C(=O)Nc1ccccc12
    -3	-4	-2	-1.9	7	-4	-16	-18	6	-12
O=C1CCCC2=C1C(c1cccnc1)Nc1ccccc1N2 (stereo unspecified)
    4	-3	15	-1.4	-5	4	-3	3	-34	-7
Cc1nc2ncnn2c(C)c1CCC(=O)N1CCC2(CC1)OCCO2
    -3	-4	0	-0.1	-6	-3	2	5	8	2
Cc1ccccc1C(=O)N1CC1C (stereo unspecified)
    1	0	6	-1.4	2	0	2	0	4	-6
CC(=O)OC[C@]12CCC(C)=C[C@H]1O[C@@H]1[C@H](O)[C@@H](OC(C)=O)[C@@]2(C)[C@]12CO2
    0	-8	0	1.0	5	4	-3	3	0	0
O=C(NCC1=C(c2cccc3ccccc23)C[C@@H]2CC[C@H]1N2Cc1ccco1)c1cccnc1
    4	4	-11	1.0	-6	10	-2	-3	-4	-3
N=Cc1c(O)n(-c2ccc(C34CC5CC(CC(C5)C3)C4)cc2)c(=O)[nH]c1=O
    9	-7	4	0.1	13	-2	-2	-7	-53	-5
NCCc1c[nH]c2ccc(O)cc12
    2	0	8	-3.4	-2	1	3	-4	6	9
CC(Cc1ccccc1)NC(=O)CN1CCCC1=O (stereo unspecified)
    -1	0	-13	-0.4	6	-8	8	4	-4	-4
CCC(=NCCCO)c1c(O)n(-c2ccc(OC)cc2)c(=O)[nH]c1=O
    -2	0	5	-0.6	-16	5	-10	6	0	0
COc1cc2ccc(=O)oc2c2ccoc12
    0	1	-1	-0.6	0	-5	-5	6	1	2
Cc1ccc(CN2CCCC(C(=O)c3ccc4c(c3)OCO4)C2)cc1C (stereo unspecified)
    0	-1	6	-2.2	-3	-1	-6	5	2	0
CCC(C)NC(=O)c1c(N)n(CCCOC)c2nc3ccccc3nc12 (stereo unspecified)
    -3	1	-16	0.2	27*	-2	2	3	-4	0
CC1=NNC(=O)C1Br (stereo unspecified)
    1	-2	-15	1.1	-3	-9	0	-1	3	6
COC(=O)C1=C(c2ccc(C(C)=O)cc2)C[C@@H]2CC[C@H]1N2C
    0	1	-19	0.6	-13	-3	6	-2	-2	-1
C[C@H]1CN([C@@H](C)CO)C(=O)CCCn2nncc2CO[C@H]1CN(C)C(=O)Oc1cccc2ccccc12
    0	-3	12	0.5	7	2	3	2	1	-4
